mcGAS inh: cyclic GMP-AMP synthase inhibitors, mouse, primary biochemical chemiluminescence; recombinant cGAS, Kinase-Glo ATP depletion luminescence; 160,000 compounds, 0.15% hits; AID 1259399, 2018; inhibition, % at 12.5 µM;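 also: 0% = negative control wells and 100% = reference inhibitor with no enzyme activity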
NPYLR7 ag: agonists of mosquito NPYLR7 receptor, primary screen, cell-based, Aedes aegypti, calcium fluorescence, mosquito biting behavior. 270,000 compounds, 0.15% hits. activation, % at 10 µM. Aedes aegypti neuropeptide Y-like receptor 7 (NPYLR7). HEK293T NPYLR7/Galpha15, GCaMP6s calcium fluorescence; in the data active = activation above about 40%;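 also: 0% = vehicle and 100% = reference agonist at the receptor; some compounds past the cut are filed as inactive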
hcGAS lum: Primary biochemical luminescence assay for human cyclic GMP-AMP synthase inhibitors | Q8N884 | recombinant h-cGAS, ATP depletion, Kinase-Glo luminescence | inhibition, % at 12.5 µM | 290,000 compounds, 0.081% hits;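 also: 0% = vehicle reaction and 100% = reaction without DNA for no activity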
Target sequence (Q8N884 whole entry, looked up): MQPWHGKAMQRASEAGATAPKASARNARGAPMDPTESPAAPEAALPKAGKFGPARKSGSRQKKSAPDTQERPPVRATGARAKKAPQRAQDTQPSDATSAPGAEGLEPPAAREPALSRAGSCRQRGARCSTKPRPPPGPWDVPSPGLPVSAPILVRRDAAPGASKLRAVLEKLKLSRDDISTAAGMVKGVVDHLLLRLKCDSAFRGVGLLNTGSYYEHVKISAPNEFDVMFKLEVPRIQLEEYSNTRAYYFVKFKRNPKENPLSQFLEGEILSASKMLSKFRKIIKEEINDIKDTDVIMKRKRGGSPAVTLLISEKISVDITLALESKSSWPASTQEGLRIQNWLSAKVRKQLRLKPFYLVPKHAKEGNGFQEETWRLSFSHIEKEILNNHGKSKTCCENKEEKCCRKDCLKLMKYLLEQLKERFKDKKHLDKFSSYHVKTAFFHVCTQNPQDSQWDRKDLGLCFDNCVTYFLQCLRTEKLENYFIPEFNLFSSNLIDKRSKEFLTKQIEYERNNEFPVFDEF
* = called active by the depositor; . = not tested or not shown; & = joins results of further samples. Rule as the data show it, unless noted: active = inhibition above about 40%; inactive = the rest. Hits appear at their usual frequency; 0.27% or so of the library scored in one or more.

SMILES	mcGAS inh	NPYLR7 ag	hcGAS lum
Cn1c(SCC(=O)NC2CCCC2)nnc1C1COc2ccccc2O1 (centres undefined)	-8	.	-14
COCc1cc(CN2CCC3(CC2)C(=O)NCCN3C)ccc1OC	-19	9	-2
CCOc1ccc(C(=O)C2CC(=O)Nc3[nH]ncc32)cc1OCC (centres undefined)	.	11	-8
COc1ccc(NS(=O)(=O)c2ccc(N/N=C3\CCCCC3C)c([N+](=O)[O-])c2)cc1 (centres undefined)	-1	2	-2
CC(C)NC(=O)[C@@H]1C[C@@H](N)CN1C(=O)c1sccc1Cl	-7	3	-3
COc1ccc(CCCC(=O)N2CCO[C@@H]3CCCC[C@H]32)cc1	.	4	-3
Cc1c(CCCl)c(Cl)n2c(nc3ccccc32)c1C#N	.	8	-7
O=C(c1cn2ccsc2n1)N1CCc2c(nc(-c3ccccn3)[nH]c2=O)C1	.	3	3
Cc1ccc(C)c(NC2=NCCC2)c1	.	2	2
CCc1ocnc1C(=O)N1CCCC(c2[nH]ncc2-c2ccc(C)cc2)C1 (centres undefined)	.	2	-4
CCOC(=O)C1(NC(=O)CN2CCCN(C)CC2)CCC1	-7	.	-16
CC(C)(C)C(=O)N1CCC(NS(=O)(=O)c2cccs2)CC1	-6	8	-6
N#CC1C(=N)Oc2cc(O)ccc2C1C1CCCCC1 (centres undefined)	-5	2	-6
COCCCN(CC(=O)N(Cc1cccn1Cc1ccccc1Cl)CC(C)C)C(=O)c1cc(C(F)(F)F)cc(C(F)(F)F)c1	-6	-2	-12
Cc1noc(CCNS(=O)(=O)c2cccc(F)c2C)n1	.	-1	-7
COc1cc(C(=O)Nc2cccc(-c3nc4cc(Cl)ccc4o3)c2)cc(OC)c1OC	-1	0	-2
CC(C)C1CN(C(=O)CN2CCCCC2=O)CCS1 (centres undefined)	.	5	-7
O=C(c1ccc(Cl)c(S(=O)(=O)Nc2ccccc2Cl)c1)N1CCc2sccc2C1	.	0	-5
O=C(CNC(=O)c1ccccc1)NCC(=O)N1CCOC(c2ccccc2)C1 (centres undefined)	-6	-4	-5
CC1=CC(=C2C(=O)N(c3ccccc3)N=C2C)C=C(C)N1Cc1ccco1	.	-4	-3
CNCc1cc(-c2ccc(F)cc2Cl)ccc1OC	3	-1	2
COc1cc(-c2[nH]ncc2CN2CCCC2c2ccccn2)cc(OC)c1OC (centres undefined)	.	8	-7
COc1cccc(C(O)CSc2nncn2C(C)C)c1 (centres undefined)	-14	10	-10
COc1cccc(CN(C(=O)c2cc(NC(C)=O)ccc2Cl)C2CC2)c1	-17	23	-5
CN(CC(=O)OC(C)(C)C)C(=O)c1ccccc1Br	.	10	-6
SMILES	mcGAS inh	NPYLR7 ag	hcGAS lum
COc1cccc(N2CC(C(=O)Nc3cc(C)nn3-c3nc(-c4ccccc4)cs3)CC2=O)c1 (centres undefined)	-7	-5	-3
CC(C)N1CC(C(=O)Nc2ccccc2-c2cccs2)CC1=O (centres undefined)	.	2	-3
CC(=O)c1ccc[n+](C(=O)Cc2ccccc2)c1	.	0	-4
Cc1ccc(CN2CCN(Cc3ccccc3F)C(CCO)C2)s1 (centres undefined)	.	-7	-8
O=C(Nc1ccc2c(c1)OCO2)c1cnn2c1NC(c1ccco1)CC2C(F)(F)F (centres undefined)	-8	-4	-5
O=C(CN1CN(c2ccccc2)C2(CCN(C(=O)Nc3ccc(F)c(F)c3)CC2)C1=O)NCc1ccc2c(c1)OCO2	-4	10	-4
O=c1[nH]nc(-c2ccccc2)c2sc(N3CCOCC3)nc12	.	-4	-13
CCC(C)N(Cc1ccc(OS(=O)(=O)c2cccc(C(F)(F)F)c2)cc1)C(=O)Nc1ccc(C)c(C)c1 (centres undefined)	-4	9	-1
Cc1c(NC(=S)NC(=O)c2ccccc2F)c(=O)n(-c2ccccc2)n1C	-7	10	-3
NS(=O)(=O)c1cccc(NC(=O)CSc2nnnn2C2CCCC2)c1	-2	5	-3
CCOC(=O)c1nc2cc(Cl)c(Cl)cc2nc1N1CCCN(C(=O)c2ccc([N+](=O)[O-])o2)CC1	-5	5	0
Cc1ccccc1C1Nc2ccccc2S(=O)(=O)N1 (centres undefined)	.	27	-1
CCSc1nnc(NC(=O)C2CC2c2ccccc2)s1 (centres undefined)	-5	-5	-6
OCCC1CN(Cc2cccn2-c2cccnc2)CCN1Cc1cccs1 (centres undefined)	-10	15	-8
Cc1noc([C@H]2CCN(CC3CC3)C[C@H]2NC(=O)C2CCOCC2)n1	-6	.	-10
O=S(=O)(NCC1CCCN(Cc2ccccn2)C1)c1cccc2cccnc12 (centres undefined)	.	1	-6
O=C1/C(=C/c2ccc([N+](=O)[O-])cc2)C=C(c2ccccc2)N1c1ccc(Br)cc1	-3	1	-1
COc1cn(CC(=O)Nc2cccc3ccccc23)c(CN2CCCCC2)cc1=O	-8	-2	-2
COc1ccc2cc(C3CN(Cc4nc(C)cc(C)n4)CCO3)ccc2c1 (centres undefined)	.	3	3
COC(=O)[C@@H]1C[C@@H](NC(=O)Cc2nc(C)sc2C)CN1C	.	0	2
Nc1c(Br)cc(Br)cc1[N+](=O)[O-]	-4	6	-1
Cc1cc(=O)n2c3ccccc3n(CC(O)CN3CCN(Cc4ccc(Cl)cc4)CC3)c2c1C#N (centres undefined)	-7	2	0
CCc1nc2ccc(C(=O)NCCC(C)C)cn2c1N(C)Cc1ccc(OC)cc1	-7	0	-3
O=C(CCCc1ccc(Cl)cc1)N1CCC(CO)(Cc2cccc(C(F)(F)F)c2)CC1	-2	-8	-3&7
CCOc1ccc2nc(NC(=O)c3ccc(C)o3)sc2c1	.	0	-15

Brought forward from above: seven entries, followed by the next part.
SMILES	mcGAS inh	NPYLR7 ag	hcGAS lum
COc1ccc2cc(C3CN(Cc4nc(C)cc(C)n4)CCO3)ccc2c1 (centres undefined)	.	3	3
COC(=O)[C@@H]1C[C@@H](NC(=O)Cc2nc(C)sc2C)CN1C	.	0	2
Nc1c(Br)cc(Br)cc1[N+](=O)[O-]	-4	6	-1
Cc1cc(=O)n2c3ccccc3n(CC(O)CN3CCN(Cc4ccc(Cl)cc4)CC3)c2c1C#N (centres undefined)	-7	2	0
CCc1nc2ccc(C(=O)NCCC(C)C)cn2c1N(C)Cc1ccc(OC)cc1	-7	0	-3
O=C(CCCc1ccc(Cl)cc1)N1CCC(CO)(Cc2cccc(C(F)(F)F)c2)CC1	-2	-8	-3&7
CCOc1ccc2nc(NC(=O)c3ccc(C)o3)sc2c1	.	0	-15
CN(Cc1ccc(-c2ncc[nH]2)o1)S(C)(=O)=O	.	19	-7
Cc1oc(S(=O)(=O)N2CCCCC2)cc1NC(=O)Nc1ccccc1	-8	15	-4
CCN1CCN(c2c(CN(CCCOC)C(=O)Cc3ccc(F)cc3)c(C)nn2-c2ccccc2)CC1	-6	-2	-7
Cc1cc(=O)oc2cc(CN3CCCN(C(=O)c4ccco4)CC3)ccc12	.	0	0
NC(=O)c1ccc(C(=O)N2CCOc3cc(F)ccc32)cc1	.	-2	-5
O=C(O)c1cc(-c2cccs2)nn1-c1ccc(Cl)cc1	.	16	-2
Cc1ccc(F)c(NC2CCCN(C(=O)c3cccs3)C2)c1 (centres undefined)	.	-1	3
O=C(c1ncc[nH]1)N1CCC(N2CCCC(C(=O)N3CCOCC3)C2)CC1 (centres undefined)	-12	-2	-7
O=C(CCC(=O)N1CCc2ccccc2C1)NCc1ccco1	.	-10	-7
CC(C)C[C@@H](N)C(=O)N(C)CC1(CO)CCOCC1	1	1	-1
Cc1ccc(C(CN2CCOCC2)Nc2ncnc3sc(C)c(C)c23)cc1 (centres undefined)	.	9	-4
CN(C)CCC1CN(C(=O)c2ccc(F)cc2F)CCO1 (centres undefined)	.	13	-7
Cc1ccnc(SC(=O)N2c3ccccc3Sc3ccccc32)n1	.	1	-8
CNC(=O)N1CCC(C2CCN(C(=O)CN3CCCC3=O)C2)CC1 (centres undefined)	-3	.	-7
O=C(c1cn(CC2COc3ccccc3O2)nn1)N1CC=C(c2ccc(F)cc2)CC1 (centres undefined)	-5	16	-2
CC1CN(Cc2nc3c(c(=O)n(C)c(=O)n3C)n2Cc2ccccc2)CC(C)O1 (centres undefined)	0	-2	3
O=C(CCN(c1nc(-c2ccco2)nc2ccccc12)C1CCCCC1)NCc1ccccc1	2	17	-1
Cc1ccccc1C1CCCN(C(=O)CCC(C)C)C1 (centres undefined)	-12	9	-8
O=C(O)c1c[nH]c2ccc(S(=O)(=O)N3CCc4ccccc4C3)cc2c1=O	1	-1	3
COCc1nc(NC(C)c2cc(OC)ccc2OC)c2cnn(C)c2n1 (centres undefined)	.	8	-6
CC(C)(C)OC(=O)Nc1cc(NC(=O)c2ccc(C(N)=O)cc2)ccc1F	.	2	-4
O=S(=O)(NCc1ccccc1)Nc1cc(Cl)ccc1-c1ccn[nH]1	.	0	-4
O=C(CCN(CCc1ccccc1)c1nc(-c2ccc(F)cc2)nc2ccccc12)Nc1cccc(C(F)(F)F)c1	-6	16	-7
Cn1ncc2c(NCc3ccccc3)nc(NCc3ccccc3)nc21	-8	4	-7
O=C(Nc1ccc(Nc2cc(-n3ccnc3)ncn2)cc1)Nc1ccccc1Cl	-7	-13	3
SMILES	mcGAS inh	NPYLR7 ag	hcGAS lum
CNC(=O)NC(=O)C(c1ccccc1)N1CCCC(C)CC1 (centres undefined)	.	5	-8
CC(Oc1ccccc1Cl)C(=O)N1CCOC(COc2cccc(C(F)(F)F)c2)C1 (centres undefined)	.	23	-4
Cc1cccnc1NC(=O)CC1CSc2nc3c(cnn3-c3ccccc3)c(=O)n21 (centres undefined)	-8	-1	-10
CCc1ccc(NC(=O)CSc2nc(=O)n(CCCN3CCOCC3)c3c2CCC3)cc1	-7	-1	-10
COC(=O)c1ccnc(NC(=O)Cc2ccc(C)s2)c1	-14	4	-7
OC(COc1cccc(CN2CCSCC2)c1)CN1CCOCC1 (centres undefined)	.	6	-7
COc1cc(Nc2c(C(=O)N3CCCC(C)C3)cnc3nc(C)ccc23)cc(OC)c1OC (centres undefined)	-3	-2	-2
CC(C)n1cc(C2c3[nH]c4ccccc4c3CCN2Cc2cnn(-c3ccccc3)c2)cn1 (centres undefined)	-6	-6&20	-4&3
CCOc1ccc(S(=O)(=O)N(C)C)c2ccccc12	.	-3	-7
Cn1cc(C(=O)NCc2cccnc2)c2n[nH]c(=O)c-2c1	.	3	3
COC(=O)c1nnn(-c2ccc(C)cc2)c1C(=O)OC	-7	12	-13
COc1ccc(OC)c(C2CCN(Cc3ncc[nH]3)C2)c1 (centres undefined)	-10	-2	-2
COc1ccc(C=NOCc2ccc(Cl)cc2Cl)c(OC)c1	.	5	-2
CCCS(=O)(=O)N1CCC2(CCCN(CCC3CCCCC3)C2=O)C1 (centres undefined)	-14	19	-12
Cc1ccc(C2=NN(C(=O)CN(C)c3ccccc3)C(c3cccc(F)c3)C2)c(C)c1 (centres undefined)	-3	6	-4
COc1ccccc1CN1C(=O)O[C@@H]2CN(S(=O)(=O)N(C)C)C[C@@H]21	.	5	-2
CCOC(=O)C(c1cccc(OC)c1)C1C=CC(NC(=O)c2ccc(F)c(F)c2)C1 (centres undefined)	-7	2	-6
COc1ccc2c(C)nc(N3CCC(C(=O)NCC4CC5C=CC4C54CC4)CC3)nc2c1 (centres undefined)	-14	25	-7
CCOC(=O)c1c(C)nn(-c2ccc(C(=O)NCCc3cccc(OC)c3)cc2)c1C	-4	1	-5
COc1ccc(OC)c(C(O)CNC(=O)CN)c1 (centres undefined)	-5	-11&-2&-1	-1&-5&-5&-4
CCN1C(=O)N(CCCc2cccnc2)C(=O)C12CCN(Cc1cc3ccccc3s1)CC2	-13	10	0
COc1cccc(CN2CCn3nc(C(=O)N4CCN(C(=O)c5ccco5)CC4)cc3C2=O)c1	-3	3	0
O=c1oc2ccccc2cc1-c1cn2ccccc2n1	-7	-2	-25
CCNC(C)c1cccc(O)c1 (centres undefined)	.	0	2
CC1CCCCC1N(C)C(=O)c1cccc2cn[nH]c12 (centres undefined)	-8	-4	-6

Of the compounds above, 2 have a COOH group.
SMILES	mcGAS inh	NPYLR7 ag	hcGAS lum
O=C(O)c1cc(-c2cccs2)nn1-c1ccc(Cl)cc1	.	16	-2
O=C(O)c1c[nH]c2ccc(S(=O)(=O)N3CCc4ccccc4C3)cc2c1=O	1	-1	3

A different layout for some results above.
O=S(=O)(NCC1CCCN(Cc2ccccn2)C1)c1cccc2cccnc12 (centres undefined)
  mcGAS inh = .; NPYLR7 ag = 1; hcGAS lum = -6
O=C1/C(=C/c2ccc([N+](=O)[O-])cc2)C=C(c2ccccc2)N1c1ccc(Br)cc1
  mcGAS inh = -3; NPYLR7 ag = 1; hcGAS lum = -1
COc1cn(CC(=O)Nc2cccc3ccccc23)c(CN2CCCCC2)cc1=O
  mcGAS inh = -8; NPYLR7 ag = -2; hcGAS lum = -2
COc1ccc2cc(C3CN(Cc4nc(C)cc(C)n4)CCO3)ccc2c1 (centres undefined)
  mcGAS inh = .; NPYLR7 ag = 3; hcGAS lum = 3

The list continues.
SMILES	mcGAS inh	NPYLR7 ag	hcGAS lum
O=C(c1ccnc2ccccc12)N(CC(F)F)C1CC1	.	1	-7
Cc1cn(CC(=O)NC(C)CN2CCc3ccccc3C2)c(=O)[nH]c1=O (centres undefined)	.	10	-1
CCn1cnnc1CCNC(=O)c1ccc(F)c(Br)c1	2	3&7	-6&5
CC(C)Cn1c(CN2CCN(c3ncc(F)cn3)CC2)nc2ccccc21	-10	-1	1
CCC(CO)N(Cc1ccsc1)C(=O)c1cccc(C)c1Cl (centres undefined)	-17	21	-6
CCc1ccc(-n2c(=O)c3ccccc3n(Cc3nc(-c4cccs4)no3)c2=O)cc1	-2	-2	-5
